Compound activity as filed in PubChem BioAssay.
IP6K1 inh: Primary qHTS assay for small molecule inhibitors of Inositol hexaphosphate kinase 1 (IP6K1); IP6K1 kinase, ADP-Glo luminescence, 2 h; stronger effect = lower value; activity change, % (series mostly up to about 58 µM); actives 0.81% (n = 140,000); AID 1645851, 2021; in the data active = activity change below about -25%
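ADP-Glo luminescence measures ADP made by human IP6K1 during a 2 h RT reaction with ATP/IP6 (mix at 1.3 mM/130 uM); top library doses 57.5 and 19.1 uM final.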
SNCA expr inh: Primary qHTS assay for inhibitors of alpha-synuclein gene (SNCA) expression | HEK-293 SNCA-luciferase knock-in, luminescence, 24 h | actives 0.17% (n = 140,000) | Potency, µM (doses to about 57.2 µM), without a hit: at the top dose activity change, negative = inhibition, actives largely listed as inhibitors | AID 1671194, 2021;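 note: potency is the fitted concentration of half-maximal effect; plate controls were DMSO cells for no effect and cell-free wells for full effect; nearly all actives have a fitted effect of over 45% in size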
GPT2 inh: Primary qHTS assay for inhibitors of Glutamate pyruvate transaminase 2 (GPT2); Potency, µM (titrated, usually from 57.7 µM), inactives show at the highest dose activity change, negative = inhibition, hits mostly inhibitors; Recombinant GPT2, coupled pyruvate oxidase/HRP Amplex Red fluorescence; Alanine aminotransferase 2 (Homo sapiens), Q8TD30; actives 0.25% (n = 100,000); note: potency is the fitted concentration of half-maximal effect; nearly all actives have a fitted effect of over 60% in size; many of its hits are not listed in these tables
Target sequence (Q8TD30 whole entry, looked up): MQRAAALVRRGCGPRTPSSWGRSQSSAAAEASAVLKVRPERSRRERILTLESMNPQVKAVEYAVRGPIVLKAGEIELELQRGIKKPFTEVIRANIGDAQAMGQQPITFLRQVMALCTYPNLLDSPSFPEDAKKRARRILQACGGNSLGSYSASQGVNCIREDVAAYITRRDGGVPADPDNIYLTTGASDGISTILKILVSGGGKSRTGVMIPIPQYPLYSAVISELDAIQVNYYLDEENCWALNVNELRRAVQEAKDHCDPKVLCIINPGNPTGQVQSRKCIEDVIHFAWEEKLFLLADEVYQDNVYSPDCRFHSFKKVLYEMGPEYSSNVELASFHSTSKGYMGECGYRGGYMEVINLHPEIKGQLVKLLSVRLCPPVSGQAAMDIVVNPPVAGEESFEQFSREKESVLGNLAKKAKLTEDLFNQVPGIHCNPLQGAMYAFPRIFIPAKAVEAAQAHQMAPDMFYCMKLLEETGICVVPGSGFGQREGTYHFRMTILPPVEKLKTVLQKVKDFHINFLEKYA
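Fluorescence of coupled pyruvate oxidase/HRP/Amplex Red system (50uM Amplex, 30 min, dark) reports pyruvate formed by GPT2. Enzyme reaction: 10ng/uL GPT2, 2mM L-alanine, 250uM a-KG, 30 min room temperature, pH 7.5; 50uM AOA control.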
3T3 cytotox: Cytotoxic Profiling in NIH 3T3 Cell Line of Diverse Libraries Using Quantitative High-Throughput Screening. NIH 3T3 viability, CellTiter-Glo ATP luminescence, 48-72 h. Potency, µM (top dose mostly 96.7 µM), without a hit: top-dose activity change, negative = cytotoxicity, usual class: inhibitors. actives 4.3% (n = 94,000). AID 1345082, 2018; note: potency is the fitted concentration of half-maximal effect; nearly all actives have a fitted effect of over 55% in size
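Cells were seeded at 400 per well, treated with pin-transferred compound, and kept 48 or 72 hr at 37 °C before CellTiter-Glo addition and luminescence imaging of cellular ATP.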
HEK cytotox: Cytotoxic Profiling in HEK 293 Cell Line of Diverse Libraries Using Quantitative High-Throughput Screening; Potency, µM (top dose mostly 115 µM), without a hit: at the top dose activity change, negative = cytotoxicity, usual class: inhibitors; actives 6.6% (n = 94,000); HEK 293 viability, ATP luminescence (CellTiter-Glo), 48-72 h; note: potency is the fitted concentration of half-maximal effect; nearly all actives have a fitted effect of over 60% in size
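HEK 293 seeded at 250 cells/well receive compound via pintool. After 48 or 72 hr at 37 degree Celsius, 5% CO2 and 95% humidity, CellTiter-Glo is dispensed and luminescence read following 10 min at room temperature.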
FLuc inh: Firefly luciferase inhibition profiling of diverse chemical library using quantitative high-throughput screening | Luciferin 4-monooxygenase (Photinus pyralis), P08659 | purified P. pyralis luciferase, luminescence, biochemical | Potency, µM (doses to about 115 µM), for inactives: top-dose activity change, negative = inhibition, most hits filed as inhibitors | actives 2.5% (n = 76,000); note: potency is the fitted concentration of half-maximal effect; nearly all actives have a fitted effect of over 65% in size
Target sequence (P08659 whole entry, looked up): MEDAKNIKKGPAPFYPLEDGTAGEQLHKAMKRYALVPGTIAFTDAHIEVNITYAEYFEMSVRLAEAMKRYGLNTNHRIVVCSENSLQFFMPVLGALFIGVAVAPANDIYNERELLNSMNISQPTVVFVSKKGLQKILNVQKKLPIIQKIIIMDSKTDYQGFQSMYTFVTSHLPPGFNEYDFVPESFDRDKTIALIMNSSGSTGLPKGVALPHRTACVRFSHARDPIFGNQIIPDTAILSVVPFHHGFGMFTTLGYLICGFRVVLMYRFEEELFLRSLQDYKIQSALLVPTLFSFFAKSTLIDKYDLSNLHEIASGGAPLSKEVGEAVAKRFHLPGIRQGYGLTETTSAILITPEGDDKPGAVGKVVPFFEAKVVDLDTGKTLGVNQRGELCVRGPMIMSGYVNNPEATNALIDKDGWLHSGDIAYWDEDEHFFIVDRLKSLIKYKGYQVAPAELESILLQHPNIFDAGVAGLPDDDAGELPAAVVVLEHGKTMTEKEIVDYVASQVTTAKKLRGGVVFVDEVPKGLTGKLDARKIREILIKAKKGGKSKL
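FLuc 10nM, D-luciferin 10uM, ATP 10uM, Mg acetate 10mM, Tris acetate pH 7.5, Tween/BSA; cpd qHTS; enzyme added last; CCD luminescence.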
SNCA viab count: GF-AFC viability counterscreen for inhibitors of alpha-synuclein gene (SNCA) expression; actives 0.12% (n = 150,000); AID 1671193, 2021; Potency, µM (doses to about 57.1 µM), for inactives: at the highest dose activity change, negative = cytotoxicity, actives largely listed as cytotoxic; HEK-293-SNCA-luc viability, GF-AFC fluorescence, 24 h;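 note: potency is the fitted concentration of half-maximal effect; 0% = DMSO-treated cells and -100% = medium-only wells without cells; nearly all actives have a fitted effect of over 30% in size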
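HEK-293-SNCA-luc cells (1500/well) plated 24 h, then exposed 24 h to a dilution series; GF-AFC added 30 min at 37C, fluorescence 405/540 nm; normalised to medium-only and DMSO wells, Hill fit.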
Active calls of the source: *; i = inactive; u = inconclusive; x = no result given; [ ] = dose if it differs, or a comment. Unless noted, calls come from the whole dose curve; as a rule, active = well fitted curve in the direction sought with a large enough effect; inconclusive = small, poorly fitted or top-dose-only effect, or another doubt; inactive = no such curve, though single readings can be large; an effect the other way counts as inactive or inconclusive. Unless noted, % is set by controls: 0 for no effect and ±100 for the full control effect.

item	Compound	IP6K1 inh	SNCA expr inh	GPT2 inh	3T3 cytotox	HEK cytotox	FLuc inh	SNCA viab count
1	O=C1CC(c2ccccc2)N(S(=O)(=O)c2ccc3c(c2)CCC3)CCCCCN1 (centres undefined)	-5	-16%	i	-15%	-28%	-6%	-25%
2	COc1ccc2[nH]c(=O)c(CCC(=O)NCCN3CCCCCC3)cc2c1	28	16%	i	-6%	1%	-10%	-4%
3	CCCN(C)c1nccnc1OC1CCN(C(=O)Cc2ccccc2OC)C1 (centres undefined)	34	139%[activator]	i	u	u	35µM*	-8%
4	Cc1ccccc1Cn1c(SCc2ccc(C(=O)NC3CCCCC3)cc2)nc2ccncc21	-9	11%	x	x	x	x	1%
5	CCc1nc2c(c(-c3ccc(O)cc3)n1)CCN(C(=O)Cc1ccc(OC)cc1)CC2	25	-23%	i	-28%	-8%	x	-23%
6	CCNC(=O)N1CC[C@@H](CC(=O)O)[C@@H](CC2=NCCc3ccc(C(C)(C)C)cc32)C1	20	-15%[87.6 µM]	-25%[88.5 µM]	-3%[174 µM]	-13%[172 µM]	0%[172 µM]	7%[87.6 µM]
7	CCCN1CCCC2(CCN(Cc3cnc(N4CCOCC4)s3)C2)C1=O (centres undefined)	9	24%	1%	-18%	-1%	0%	-3%
8	COc1cc(O)c2c(c1)C1(OC2=O)C(C)=CC(=O)C1O (centres undefined)	-2	x	i	x	x	x	-8%
9	O=c1c2oc3ccccc3c2n(Cc2ccc(Cl)cc2)c(=O)n1Cc1ccc2c(c1)OCO2	-3	15%	x	x	x	x	-4%
10	COc1ccccc1CN1Cc2cc(NC(=O)c3ccc(Cl)cc3)ccc2OC(C)C1=O (centres undefined)	-11	-27%	i	u	25µM*	-7%	-9%
11	O=C(c1ccc(N2CC3CC(C2)[C@H]2CCCC(=O)N2C3)nc1)N1CCN(c2cccc(Cl)c2)CC1 (some centres undefined)	16	0%	i	u	u	3%	-3%
12	CCOc1ccccc1CN1CCC([C@@H]2CNC[C@H]2CO)CC1	18	25µM*	i	-21%	-7%	-2%	8%[12.5 µM]

One compound at a time (already shown). Order of values: IP6K1 inh, SNCA expr inh, GPT2 inh, 3T3 cytotox, HEK cytotox, FLuc inh, SNCA viab count
Listed for COc1ccccc1CN1Cc2cc(NC(=O)c3ccc(Cl)cc3)ccc2OC(C)C1=O (centres undefined) → -11, -27%, i, u, 25µM*, -7%, -9%
Listed for CCc1nc2c(c(-c3ccc(O)cc3)n1)CCN(C(=O)Cc1ccc(OC)cc1)CC2 → 25, -23%, i, -28%, -8%, x, -23%

Next part:
item	Compound	IP6K1 inh	SNCA expr inh	GPT2 inh	3T3 cytotox	HEK cytotox	FLuc inh	SNCA viab count
13	CCc1ccccc1NC(=O)C1CCN(S(=O)(=O)c2ccc3[nH]c(=O)ccc3c2)CC1	18	20%	x	x	x	x	3%
14	COc1ccc(Nc2ccnc(N3CCCC(C(=O)NCc4cccs4)C3)n2)cc1 (centres undefined)	-6	-2%	u	35µM*	35µM*	x	-24%
15	Cc1nc(C2CC23CCN(S(=O)(=O)c2cccc(F)c2)CC3)no1 (centres undefined)	4	-18%	i	-33%	-7%	x	10%
16	Cc1ccc(C(=O)N2CCN(c3cc(-c4ccccc4)[nH]n3)CC2)cc1	-3	-13%	1%	u	u	-1%	5%
17	O=C(CSc1nccn1Cc1ccc(F)cc1)Nc1ccc2c(c1)OCCO2	-17	132%[activator]	x	x	x	x	-8%
18	O=C(CCC1CCCC1)N1CCC2(CCCCO2)CC1	14	188%[activator]	-1%	-20%	u	u	7%
19	CCCN(CC1CCOC1)S(=O)(=O)c1ccc2c(c1)CCCC2 (centres undefined)	2	u	1%	u	u	-6%	u
20	Cc1ccc(Cl)cc1N1CCN(C(=O)c2cnn(C(C)(C)C)c2C2CCN(C(=O)OC(C)(C)C)CC2)CC1	12	17%	x	x	x	x	3%
21	Fc1ccc(CN2CCOC[C@H]2c2ncc(-c3cccnc3)[nH]2)cc1	1	-7%[87.6 µM]	-1%[88.5 µM]	-8%[174 µM]	-2%[172 µM]	0%[172 µM]	3%[87.6 µM]
22	CCN1C(=O)C(CC(=O)NCc2cccs2)Sc2ncccc21 (centres undefined)	2	-11%	-8%	i	15%	3%	-1%
23	O=C(NCCCN1CCCCC1)c1cc(Sc2ccc(Cl)cc2)nc2ccccc12	8	-32%	x	x	x	x	14%
24	O=C(NC1CC(=O)N(c2ccc(F)cc2)C1)c1ccco1 (centres undefined)	26	-4%	x	x	x	x	-10%
25	CCOC(=O)c1noc2ncnc(NCc3ccccc3OC)c12	-7	15%	x	x	x	x	6%
26	CCOC(=O)CSc1nc2sc3c(c2c(=O)n1Cc1ccccc1)CCC(C(C)(C)C)C3 (centres undefined)	-9	2%	x	x	x	x	-1%
27	Cc1nc(C2CC(NC3CCN(c4ccccc4F)CC3)C2)cc(=O)[nH]1 (centres undefined)	2	-19%	-1%	-8%	i	-9%	u
28	CNC(=O)c1cc(C2CC2)nc2onc(C3CCN(C(=O)OC)CC3)c12	-6	x	x	-21%[138 µM]	-12%[172 µM]	x	x
29	COc1ccc2c(C)c(C(=O)NCc3nc(-c4ncccn4)no3)oc2c1	12	1%	u	-22%	-18%	3%	-2%
30	CCC(=O)N1CCc2cc(Br)cc(S(=O)(=O)N3CCC(C(=O)NC(C)(C)C)CC3)c21	-2	9%	x	x	x	x	2%
31	COc1ccc(-c2cccc(C(=O)N3CCC(NC(=O)Cc4ccccn4)CC3)c2)nn1	2	x	x	-6%	i	x	x
32	COc1ccc(C(=O)N2CCC3(CC2)NCCc2c3[nH]c3ccccc23)cc1	10	11%	i	-34%	79µM*	1%	-6%[12.5 µM]
33	Cc1cccc(NC(=O)CSc2nncn2C)c1	2	37%[activator]	x	x	x	x	6%
34	CC(C)=CCC1(C(=O)O)CCCN(C(=O)C2(Cn3cccn3)CC2)C1 (centres undefined)	3	u	-2%	i	4%	-1%	5%
35	CCOC(=O)c1c(N)sc2c1CCN(Cc1ccccc1)C2	16	-26%[25.6 µM]	i	x	x	x	-9%[23.9 µM]
36	CC(C)(C)C(=O)CN1C(=O)[C@H](NC(=O)Nc2cccc(C(=O)O)c2)CN(C2CCCCC2)c2ccccc21	-6	x	4%	x	x	x	-2%

The last two compounds of the section above lead into the next.
item	Compound	IP6K1 inh	SNCA expr inh	GPT2 inh	3T3 cytotox	HEK cytotox	FLuc inh	SNCA viab count
35	CCOC(=O)c1c(N)sc2c1CCN(Cc1ccccc1)C2	16	-26%[25.6 µM]	i	x	x	x	-9%[23.9 µM]
36	CC(C)(C)C(=O)CN1C(=O)[C@H](NC(=O)Nc2cccc(C(=O)O)c2)CN(C2CCCCC2)c2ccccc21	-6	x	4%	x	x	x	-2%
37	CCNc1ncc(CN2CCC(N)(C(=O)O)C2)cn1 (centres undefined)	13	2%	-8%	1%	i	1%	-23%
38	COc1ccc(Cl)cc1-c1ccc2c(c1)C(=O)N1CC[C@H](NC(=O)C3CCCC3)[C@H]1C(=O)N2	-9	-18%	4%	-19%	-20%	7%	2%
39	CC(=O)NCCC(=O)N1CCC2(CC1)CC(NC(C)=O)c1ccccc12 (centres undefined)	-8	-13%	-1%	i	i	x	9%
40	Cc1cccc(N2CCN(C(=O)C3CCN(S(=O)(=O)c4cn(C)cn4)CC3)CC2)c1C	-2	-8%	x	x	x	x	2%
41	O=C1CN(C(=O)CCC(=O)N2CCC(CCOc3ccc(F)cc3)C2)c2ccccc2N1 (centres undefined)	10	-13%	-4%	u	u	2%	5%
42	CCOc1ccc(C(=O)Nc2ccc(C(=O)OCc3cc(=O)n4ccsc4n3)cc2)cc1	44	-20%	x	x	x	x	11%
43	CCN(CC)S(=O)(=O)c1ccc(-c2nc(C)ccc2OC)cc1	5	10%	-8%	u	u	-1%	3%
44	Cc1ccc(-n2nc3n(c2=O)CCN([S+](=O)([O-])c2ccc(C)cc2)C3)cc1	-2	-11%	1%	-13%	u	-5%	-19%
45	CS(=O)(=O)N1CCn2ncc(C(=O)N3CCOCC3)c2C1	18	u	i	4%	i	x	u
46	COc1ccc(F)cc1-c1cccc(C(=O)NCCNC(=O)c2ccccc2)c1	6	-28%	i	u	u	x	u
47	COc1ccc(-c2ccc(=O)n(CC(=O)Nc3ccc(Br)cc3F)n2)cc1	-4	12%	x	x	x	x	-11%
48	O=C(C[C@@H]1C[C@H]2O[C@H](CNCc3cnccc3Cl)[C@@H](O)[C@H]2O1)N1CCC(F)(F)C1	7	5%[87.6 µM]	i	i	i	2%[172 µM]	-1%[87.6 µM]

Among those listed so far, two contain two or more sulfur atoms.
item	Compound	IP6K1 inh	SNCA expr inh	GPT2 inh	3T3 cytotox	HEK cytotox	FLuc inh	SNCA viab count
22	CCN1C(=O)C(CC(=O)NCc2cccs2)Sc2ncccc21 (centres undefined)	2	-11%	-8%	i	15%	3%	-1%
26	CCOC(=O)CSc1nc2sc3c(c2c(=O)n1Cc1ccccc1)CCC(C(C)(C)C)C3 (centres undefined)	-9	2%	x	x	x	x	-1%

New compounds follow
item	Compound	IP6K1 inh	SNCA expr inh	GPT2 inh	3T3 cytotox	HEK cytotox	FLuc inh	SNCA viab count
49	Cn1nccc1CN1CCC2(CC1)CNC(=O)c1ccccc1O2	-6	5%	i	-5%	-9%	x	-6%
50	Cc1cccc(-n2ncc(C(=O)N3CCOCC3)c2C2CCN(C(=O)OC(C)(C)C)CC2)c1	3	41%[activator]	x	x	x	x	-4%
51	COC(=O)N1CCCC(C(=O)N2CCC3(CC2)CC(=O)Nc2ccccc2O3)C1 (centres undefined)	-7	-12%	-31%	-12%	-25%	x	13%
52	Cc1cc(C)cc(-n2c(SCC(N)=O)nc3c(oc4ccccc43)c2=O)c1	2	-30%	x	x	x	x	u
53	COc1ccc(N2CCN(C(c3ccc(F)cc3)c3sc4nc(-c5ccco5)nn4c3O)CC2)cc1 (centres undefined)	-9	u	x	x	x	x	-1%
54	Cc1cnc(C(=O)N[C@@H]2CCC[C@@H]2C(=O)N2CCN(c3cccc(Cl)c3)CC2)cn1	29	-23%	i	u	u	0%	-14%
55	Cc1ccccc1C(=O)NC1CCCN(c2nc3ncccc3o2)C1 (centres undefined)	7	51%[activator][87.6 µM]	i	-4%[138 µM]	-5%[172 µM]	-3%[172 µM]	19%[87.6 µM]
56	O=C(Nc1cnc(-c2cccc(Cl)c2)nc1)c1nccc2ccccc12	-4	13%	i	u	u	-12%	-8%
57	Cc1cnc(CN2CCC3(CC2)CCN(C(=O)Cc2cccnc2)CC3CO)[nH]1 (centres undefined)	-11	-9%	i	u	-26%	0%	-9%
58	CCC(C)NC(=O)N1CC(Oc2ccc(-c3nc(-c4ccccc4)no3)cc2)C1 (centres undefined)	8	-6%	i	u	-47%	-19%	-28%
